# Screening results from PubChem.
# 14-3-3 Bad inh = disrupts binding of bovine 14-3-3 zeta to phospho-Bad peptide; P63103; TR-FRET 14-3-3zeta/Dy647-pBad peptide displacement, 1 h; inhibition, % at 21.7 µM; 0.71% of 220,000 active;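 active means inhibition above about 70%, limit read from the data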;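 further: 0% = full 14-3-3 plus peptide FRET controls and 100% = background without 14-3-3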
# Target sequence (P63103 whole entry, looked up): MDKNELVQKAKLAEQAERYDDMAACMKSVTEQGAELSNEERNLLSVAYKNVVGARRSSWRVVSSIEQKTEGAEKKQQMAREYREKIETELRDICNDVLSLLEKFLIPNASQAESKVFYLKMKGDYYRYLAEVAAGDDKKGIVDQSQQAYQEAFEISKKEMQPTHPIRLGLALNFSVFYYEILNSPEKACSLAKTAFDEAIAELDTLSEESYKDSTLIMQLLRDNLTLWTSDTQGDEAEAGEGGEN
# KCC2 mod = modulators of human KCC2 chloride dependent transport; Q9H2X9; KCC2 cells, thallium flux FluoZin-2 fluorescence; B-score of Tl+ flux slope (higher = more flux/activation; lower = inhibition) at 10 µM; 2.2% of 190,000 active;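 active means thallium flux slope and its plate-corrected score both differing from the plate sample mean at a set confidence after two filtering rounds, in either direction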;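 further: slope of fluorescence scaled to starting intensity during 10 to 20 s after thallium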
# Rad51 HR inh = blocks human Rad51 in homologous recombination | Q06609 | hRad51 DNA strand exchange, fluorescence dequenching | inhibition, % at 10 µM | 0.085% of 200,000 active;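 active means inhibition above 40% at the single screening dose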;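 further: 0% = DMSO control wells and 100% = blanks with heterologous ssDNA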
#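 System: human Rad51 nucleoprotein filaments preassembled on unlabelled ssDNA. Reagent: labelled 47-mer dsDNA for strand exchange. Schedule: 30-min compound preincubation and 15-min exchange, both room temperature. Measured by: FRET fluorescence dequenching, excitation 485 nm, emission 520 nm. Read-out: Fluorescence-based percent inhibition, control- and blank-normalised. Benchmarks: plate controls and plate blanks.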
# EBV gp42 inh = EBV gp42 inhibition; Q1HVG2; Fluorescence polarization binding assay, mP read-out; inhibition, % (tested at 21.74 µM); 0.42% of 220,000 active; AID 1085; in the data active means inhibition above about 50%
# eIF4E-4G inh = eIF4E/eIF4G interaction inhibition in translation initiation; P63073+Q04637; TR-FRET eIF4E-eIF4GI(517-606) binding, 2 h; inhibition, % at 21.7 µM; 0.37% of 220,000 active; AID 782;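 further: 0% = full FRET control wells and 100% = background wells lacking eIF4GI fragment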
# NCF1 inh = p47phox (human) inhibition; inhibition, % at 24.7 µM; P14598; 0.53% of 220,000 active; p47phox/p22phox peptide binding, fluorescence polarization, 2 h; AID 1274;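 further: 0% = p47phox with labelled peptide and 100% = labelled peptide alone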
# Target sequence (P14598 whole entry, looked up): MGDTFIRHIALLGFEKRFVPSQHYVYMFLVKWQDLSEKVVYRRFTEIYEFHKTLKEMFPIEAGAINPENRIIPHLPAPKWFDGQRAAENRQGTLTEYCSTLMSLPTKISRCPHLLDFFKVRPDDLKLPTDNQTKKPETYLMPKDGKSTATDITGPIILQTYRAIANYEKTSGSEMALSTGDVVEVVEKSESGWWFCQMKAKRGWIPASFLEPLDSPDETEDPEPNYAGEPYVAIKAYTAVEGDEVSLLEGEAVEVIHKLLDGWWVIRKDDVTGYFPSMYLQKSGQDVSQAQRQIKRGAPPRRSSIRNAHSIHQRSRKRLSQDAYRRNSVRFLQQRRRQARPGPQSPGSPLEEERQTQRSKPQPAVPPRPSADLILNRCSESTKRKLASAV
# Thrombin inh = blocks human thrombin protease activity; P00734; 0.26% of 220,000 active; inhibition, % at 5 µM; AID 1046; alpha-thrombin, Boc-VPR-AMC fluorogenic substrate cleavage;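 active means inhibition at or above 40%; inactive means inhibition below 40%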;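 further: 0% = enzyme with no compound and 100% = wells without enzyme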
#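 Material: human alpha-thrombin enzyme / Medium: pH 7.5 Tris (50 mM) with NaCl 150 mM, Tween 20 0.05% / Compound: single-point dosing at 5 µM, 0.2% DMSO / Incubation: enzyme reaction carried out at room temperature / Detection: AMC fluorescence, 355/460 nm / Read-out basis: percent inhibition scaled between no-compound controls and no-enzyme blanks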
# Furin inh = inhibitors of human furin | 0.061% of 220,000 active | AID 463115 | inhibition, % at 30 µM | purified furin, fluorogenic substrate cleavage | P09958; in the data active means inhibition above about 25%; further: inactives centre near -15
# hK5 inh = kallikrein 5 (human) inhibition; Q9Y337; recombinant hK5, fluorogenic AMC substrate cleavage; inhibition, % at 5 µM; 0.59% of 210,000 active; AID 873;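 active means inhibition of 40% or more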;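 further: 0% = enzyme controls without compound and 100% = no-enzyme blanks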
# Target sequence (Q9Y337 67-293 limits assumed): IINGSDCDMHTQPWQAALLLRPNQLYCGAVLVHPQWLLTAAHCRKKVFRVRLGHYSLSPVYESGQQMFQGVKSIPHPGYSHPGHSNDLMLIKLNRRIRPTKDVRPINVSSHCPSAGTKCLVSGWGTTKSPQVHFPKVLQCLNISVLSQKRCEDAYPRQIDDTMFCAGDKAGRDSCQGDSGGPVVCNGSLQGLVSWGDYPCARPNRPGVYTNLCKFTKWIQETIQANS
# * marks the source's active call; other numbers are inactive results; · = not tested or not shown; [ ] = remark or other dose.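 How the source made its calls, unless noted: active means inhibition above about 30% (limit read from the data); inactive means the rest.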
SMILES	EBV gp42 inh	KCC2 mod	Thrombin inh	Furin inh	eIF4E-4G inh	14-3-3 Bad inh	Rad51 HR inh	NCF1 inh	hK5 inh
CN(C)c1ccc(Sc2nnc(NC(=O)Nc3ccc(Cl)cc3Cl)s2)cc1	-17	-0.15	1	-19	3	16	6	-43	-5
COc1ccc(-c2nc(CNS(=O)(=O)c3cc(OC)ccc3OC)cs2)cc1	-2	-0.0059	0	-22	6	10[fluorescence artefact?]	1	-7	4
CC12c3ccccc3C(c3ccccc31)C1C(=O)N(c3cccnc3)C(=O)C12 (stereo unspecified)	-10	0.015	-4	-21	-6	-10	·	-3	-3
O=C(CN1C(=O)C(=O)N(C2CCCC2)C1=O)Nc1ccc(N2CCOCC2)cc1	2	0.011	-13	-8	1	-1	1	1	-2
COc1ccc(CCC(=O)N2CCc3ccccc32)cc1	-8	-0.6	-3	-11[20 µM]	5	1	2	-3	18
COc1ccc([N+](=O)[O-])cc1N(CC(=O)N1CCCC1)S(C)(=O)=O	-2	0.56	4	-5	13	3	-9	5	-5
Cc1ccc(C)c(S(=O)(=O)Nc2nc3ccc(S(N)(=O)=O)cc3s2)c1	0	0.031	1	-23	3	-8	-11	-25	·
O=C(Cn1nnc(-c2ccccc2F)n1)Nc1ccc(S(=O)(=O)NC2CCCC2)cc1	-31	0.43	-3	-13	6	5	-7	-3	1
O=c1cc(O)n(-c2ccccc2)c(=S)[nH]1	-21	1.7	-2	-18[20 µM]	8	43[fluorescence artefact?]	5	-35	-8
CC(C)(C)NC(=S)NNC(=O)c1ccccc1Cl	-23	1.1	1	-10	-1	0[fluorescence artefact?]	1	-8	-49
Cc1cccc2cc(C3CC(c4cccs4)=NN3S(C)(=O)=O)c(Cl)nc12 (stereo unspecified)	-3	0.32	-7	-4	-3	1	2	-174	-2
Cc1ccc2sc(NC(=O)c3ccc(N4C(=O)CCC4=O)cc3)nc2c1C	-2	0.025	1	1	1	11	·	-16	-11
CC(C)CN(C(=O)COC(=O)c1ccc([N+](=O)[O-])o1)C1CCS(=O)(=O)C1 (stereo unspecified)	-17	0.37	-4	-16	1	15	-4	5	-14
O=C(Nc1nc(-c2ccccn2)cs1)C12CC3CC(CC(O)(C3)C1)C2	-20	-0.5	-3	-10	-2	-8	7	-5	-2
Cc1nc(SCC(=O)Nc2cc(C)on2)c2c(C)c(C)sc2n1	3	2.1	-8	-7	-121[fluorescence artefact?]	85*	-6	-9	-8
FC(F)(F)c1cccc(NC(=S)Nc2cccc(Cl)c2)c1	-7	-2.8	-5	-6[20 µM]	9	5	2	-21	0
O=C(Nc1ccc(S(=O)(=O)NC2=NCCCCC2)cc1)c1ccc(=O)[nH]c1	-22	-0.061	5	-24	-2	-11	-19	-8	2
O=C(O)CSc1cccc2cccc(C(=O)O)c12	-3	0.017	0	4	-3[fluorescence artefact?]	-4[fluorescence artefact?]	8	-4	-5
O=C(CNC(=O)c1ccccc1)N/N=C/c1ccccc1Cl	-10	-0.21	-14	-25	-2	-5	3	2	-5
CC1(C)Cc2c(C#N)c(N3CCN(C(=O)c4ccccc4)CC3)nc(-c3ccco3)c2CS1	-12	-0.055	3	-24[20 µM]	5	-6	-19	-40	-48
O=C(NCCc1ccccc1)c1cc2sccc2n1Cc1ccccc1	15	0.91	-4	-13[20 µM]	-3	-6	4	-8	-6
CC1=CCC(C(=O)O)(C(=O)N/N=C/c2cccs2)C(c2ccc(Cl)cc2)C1 (stereo unspecified)	-6	·	6	-23[20 µM]	-1	-8	-1	-9	-14
Cc1cc(-c2ccccc2)[nH]c(=O)c1C#N	0	·	0	-8	4	-8	2	-7	8
O=C(CCn1nnc2ccccc21)Nc1nnc(Cc2ccc(F)cc2)s1	-6	-0.73	3	-23	2	-10	-37	-8	-16
CC1CC(C)CN(CCCNC(=O)CCNC(=O)Cn2ccc3ccccc3c2=O)C1 (stereo unspecified)	0	0.65	2	-13[20 µM]	-8	-5	-7	0	2

# Structural class: those above containing a nitro group on carbon
SMILES	EBV gp42 inh	KCC2 mod	Thrombin inh	Furin inh	eIF4E-4G inh	14-3-3 Bad inh	Rad51 HR inh	NCF1 inh	hK5 inh
COc1ccc([N+](=O)[O-])cc1N(CC(=O)N1CCCC1)S(C)(=O)=O	-2	0.56	4	-5	13	3	-9	5	-5
CC(C)CN(C(=O)COC(=O)c1ccc([N+](=O)[O-])o1)C1CCS(=O)(=O)C1 (stereo unspecified)	-17	0.37	-4	-16	1	15	-4	5	-14

# (next part)
SMILES	EBV gp42 inh	KCC2 mod	Thrombin inh	Furin inh	eIF4E-4G inh	14-3-3 Bad inh	Rad51 HR inh	NCF1 inh	hK5 inh
COCCCNC(=O)c1ccc2c(=O)n(C3CCCC3)c(=S)[nH]c2c1	-20	0.41	-1	-17	0	6	-2	12	-10
O=C(CN1C2CCCC1CC(NC(=O)c1ccccc1)C2)NC1CC1 (stereo unspecified)	-8	0.53	4	-14	1	-11	3	-12	-28
CCOc1ccc2c(c1)OC(c1ccc(OC)cc1)(C(F)(F)F)NC2=O (stereo unspecified)	-5	-0.53	0	-15	6[fluorescence artefact?]	2	0	-12	-8
COC(=O)CNC(=O)CSc1ccccn1	-4	0.17	1	-27	-3	4	-3	13	3
Cc1noc(C)c1COc1cccc(C(=O)OCC(=O)N2CC(=O)Nc3ccccc32)c1	-3	-2.4	-3	-14	-1	-5	5	-9	-9
Cc1cccc(CSC(=N)N)c1	2	1	-8	-21	-6[fluorescence artefact?]	6	1	2	-7
Cc1ccc(C(=O)c2ccc([N+](=O)[O-])cc2)cc1C	3	0.22	4	-10[20 µM]	-5	2	-3	-5	3
CCOc1ccc(NC(=O)CSc2ncn[nH]2)c([N+](=O)[O-])c1	-17	-0.79	-9	-22	4	-1	-6	-3	-9
COC(=O)CSc1ncnc2c1sc1nc(-c3ccco3)c3c(c12)CC(C)(C)OC3	-1	-0.95	4	-14[20 µM]	·	·	·	-24	-15
O=C(C1CCCCN1S(=O)(=O)c1ccccc1[N+](=O)[O-])N1CCCCC1 (stereo unspecified)	-12	-0.024	4	-10	1	4	16	2	5
Cc1cccc(S(=O)(=O)Nc2ccc(C)c3c2OC(C)(C)C3)c1	-10	·	-3	-6[20 µM]	2	5	3	-6	4
NC(=O)c1ccc(Nc2ccc([N+](=O)[O-])cc2[N+](=O)[O-])cc1	-10	1.2	2	-7	-2	-2	18	-1	-20
O=C(NCC1CCCO1)C(C(=O)c1ccc(F)cc1)n1ccccc1=O (stereo unspecified)	-5	0.29	-6	-27	0[fluorescence artefact?]	-9[fluorescence artefact?]	-6	14	-19
COc1ccc2[nH]cc(C(O)CN3CCN(c4ccccc4F)CC3)c2c1 (stereo unspecified)	-14	-0.75	-3	-11	0	2	-7	-17	9
COc1ccc(S(=O)(=O)N2CCCC(C(=O)NCCC3=CCCCC3)C2)cc1 (stereo unspecified)	-4	0.3	6	-16[20 µM]	-1	-1	·	16	-3
CCCOC(=O)c1ccc(OCC(O)CN2C(=O)NC(C)(C)C2=O)cc1 (stereo unspecified)	-13	·	-3	-26	1[fluorescence artefact?]	-6	-3	-17	-15
COc1ccc(S(=O)(=O)N2CC3C4C=CC(C4)C3C2)cc1 (stereo unspecified)	-5	0.68	-4	-20	-2	-1	-6	-6	-24
Cc1c(NC(=O)C(C)OC(=O)c2sc3ccccc3c2Cl)c(=O)n(-c2ccccc2)n1C (stereo unspecified)	-25	-3.4	-3	-10	4	-12	7	-4	0
O=C(NCc1ccccc1Cl)C1CCN(S(=O)(=O)c2ccc(F)cc2)CC1	2	0.25	-5	-14	9	-5	-2	2	-4
C=CCN1C(=O)C(C)NC1=S (stereo unspecified)	-13	0.5	-9	-14	0	2	·	2	0
CCC1(C)Cc2nc3[nH]c(=S)n(-c4ccc(C)cc4)c(=O)c3cc2CO1 (stereo unspecified)	-14	-0.55	-7	-15	1[fluorescence artefact?]	-4	2	-3	2
CC(C)n1c(NCCO)nc2ccccc21	5	0.016	-9	-16	0	3	-1	5	1
Cc1ccc(CNC(=O)CCCc2ccccc2)cc1	-13	·	-8	-23	0	-7	2	-2	-1
Cc1cn(CCC(=O)Nc2ccc(N3CCOCC3)cc2)c2ccccc12	8	0.035	-6	-16	-4	-16	7	-2	-6
COn1c(=O)c(=O)n(O)c2ccccc21	-11	0.65	-1	-8[20 µM]	6[fluorescence artefact?]	0	-9	3	1

# Taken from above:
# In Furin inh, `COc1ccc(-c2nc(CNS(=O)(=O)c3cc(OC)ccc3OC)cs2)cc1` has -22
# In KCC2 mod, `O=C(CCn1nnc2ccccc21)Nc1nnc(Cc2ccc(F)cc2)s1` has -0.73
# In KCC2 mod, `O=C(C1CCCCN1S(=O)(=O)c1ccccc1[N+](=O)[O-])N1CCCCC1` (stereo unspecified) has -0.024
# In eIF4E-4G inh, `COn1c(=O)c(=O)n(O)c2ccccc21` has 6[fluorescence artefact?]

# (cont.)
SMILES	EBV gp42 inh	KCC2 mod	Thrombin inh	Furin inh	eIF4E-4G inh	14-3-3 Bad inh	Rad51 HR inh	NCF1 inh	hK5 inh
O=C(CCC1COc2ccccc2O1)NCc1ccco1 (stereo unspecified)	-25	0.39	4	-17[20 µM]	13	0	7	-9	-4
Cc1ccccc1N1C(=O)c2sc3nc4c(c(=O)n3c2C1=O)CCC4	0	·	-15	0	-4	2	-3	69*	-22
COc1ccccc1P(=O)(c1ccccc1)c1ccccc1NC(C)=O (stereo unspecified)	-29	0.059	-7	-18	-5	-4	-15	7	0
CCC(C)c1ccc(NC(=O)c2cccs2)cc1 (stereo unspecified)	-8	-0.33	5	-16[20 µM]	-5	6[fluorescence artefact?]	·	-9	-7
Cn1nnnc1SCC(=O)NCCCc1ccccc1	-18	·	-2	-14	-5	-5	2	-3	-27
O=C(NC1CCN(C(=S)NCc2ccco2)CC1)c1cccc(F)c1	2	-0.5	-23	-31	-9	-8	7	-5	-1
C=CCn1c(SC)nnc1C1COc2ccccc2O1 (stereo unspecified)	-31	-0.11	-4	-6	6	7	-10	-2	7
NC(=O)CSc1nc2scc(-c3ccco3)c2c(=O)n1-c1ccccc1	-4	0.014	-11	-24	9[fluorescence artefact?]	6[fluorescence artefact?]	-6	-15	-8
CCOC(=O)C(C(C)=O)C(c1ccc(OCCC(C)C)cc1)C(C(C)=O)C(=O)OCC (stereo unspecified)	6	0.62	-2	1[20 µM]	0	-4	-5	-4	-8
O=C(NCc1ccc2c(c1)OCO2)c1cc(-c2ccccc2Cl)on1	4	0.31	-4	-23[20 µM]	4	-5	-6	-7	-4
c1csc(Cn2nnnc2CN2CCN(c3nc4ccccc4s3)CC2)c1	-7	-3.8	-2	-13	3[fluorescence artefact?]	-2	-8	-5	-22
Cc1onc(-c2ccccc2)c1C(=O)N1CCCSC1=Nc1ccccc1	-12	-0.19	2	-9[20 µM]	0	-4	6	-11	5
COCCNC(=O)C(c1ccc(C)o1)N(C(=O)c1snc(C(N)=O)c1N)c1cccc(C)c1 (stereo unspecified)	-8	0.68	7	-15	-1	-10	7	-4	-21
COc1ccc(-c2c(C)nn(-c3ccccc3)c2N)cc1OC	-19	·	-6	-18[20 µM]	-6	0	2	-8	-3
CCCN(C(=O)c1cn(CC)c2nc(C)ccc2c1=O)c1c(N)n(Cc2ccccc2)c(=O)[nH]c1=O	-18	0.64	·	-4	-2	-7	-3	-9	-2
CCCCOc1ncnc2c1[nH]c1ccc(C)cc12	-14	-0.0097	1	-33	-6	-3	-5	-10	1

# Rows were taken by chance; about 4.7% have a hit in one of these screens.
